MEX-5 binding – C. elegans MEX-5 TCR-2 RNA binding activity. Q9XUB2. MEX-5/FITC-TCR2 RNA binding, fluorescence polarization; active compounds read low. activity score (negative = inhibition of binding), % at 10 µM. 0.38% of 300,000 active. AID 1832;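 active = inhibition past about -25% in most replicates, and total fluorescence under double the plate's negative control median, limit read from the data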;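 note: 0% = DMSO and -100% = 5 µM competing unlabeled TCR2 RNA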
BCLXL inh – Bcl-xL (human) inhibition; AID 2129; inhibition, % at 10.9 µM; 0.7% of 320,000 active; GST-Bcl-xL / FITC-Bim BH3 peptide fluorescence polarization; Q07817;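 active = inhibition above the mean of all tested compounds plus 3 SD, cutoff set per campaign, cut at about 30% in these data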;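 note: 0% = DMSO wells and 100% = unlabeled Bim-BH3 peptide competitor; inhibitors lower millipolarization by displacing the labeled peptide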
Target sequence (Q07817 whole entry, looked up): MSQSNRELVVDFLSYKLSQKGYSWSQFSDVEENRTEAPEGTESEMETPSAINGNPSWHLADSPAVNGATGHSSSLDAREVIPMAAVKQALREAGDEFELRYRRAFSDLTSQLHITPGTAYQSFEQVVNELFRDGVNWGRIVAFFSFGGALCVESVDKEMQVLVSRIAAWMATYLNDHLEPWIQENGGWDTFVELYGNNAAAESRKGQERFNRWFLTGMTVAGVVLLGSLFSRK
CR mimetic SO – yeast age-related superoxide inhibition as caloric restriction mimetic; 0.18% of 330,000 active; S. cerevisiae aged cells, superoxide DHE fluorescence; active compounds read low; superoxide response (% of plate mean), % at 10 µM;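 active = superoxide response under a set limit, about three screen SD below normal, cut at about 65% in these data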;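 note: yeast aged for seven days with compound at 30 °C before DHE staining; 100% = average MFI of all compound-treated wells on the plate with controls excluded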
CIT2 TOR yeast – alters CIT2-GFP fluorescence in TOR pathway yeast screen | S. cerevisiae CIT2-GFP strain, flow cytometry, 3 h; 100 means same as DMSO wells | 0.065% of 320,000 active | GFP response vs DMSO, % at 10 µM;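 active = GFP response relative to DMSO above a set limit, near the screen mean plus 3 SD, cut at about 150% in these data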;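 note: ratio of well median GFP fluorescence to mean of DMSO wells on the plate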
GLD-1 RNA inh – GLD-1-TGE RNA interaction inhibition (C. elegans); Q17339; purified GLD-1 + fluorescein TGE RNA, fluorescence polarization; inhibition, % at 5.96 µM; 0.44% of 320,000 active;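 active = percent inhibition above a per-plate cutoff, the plate mean of test compounds plus 3 SD, cut at about 30% in these data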;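 note: 0% = DMSO wells with GLD-1 and probe and 100% = wells lacking GLD-1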
MCL1-BIM inh – inhibitors of human MCL1 binding to BIM-BH3 peptide; Q07820; GST-MCL1 / FITC-Bim-BH3 fluorescence polarization; inhibition, % at 10.9 µM; 0.68% of 320,000 active; AID 2057;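 active = inhibition above the mean inhibition of all tested compounds plus 3 SD, set per campaign, cut at about 40% in these data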;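 note: 0% = DMSO wells and 100% = unlabeled Bim-BH3 peptide control; higher means more loss of mP so more displacement of Bim peptide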
AGP1 TOR yeast – modulators of TOR pathway AGP1-GFP in S. cerevisiae | 0.02% of 320,000 active | S. cerevisiae AGP1-GFP multiplex flow cytometry, 3 h; GFP as percent of DMSO wells | GFP response vs DMSO, % at 10 µM;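 active = GFP response relative to DMSO above a set limit, near screen average plus 3 SD, cut at about 150% in these data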;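 note: median GFP channel fluorescence of the gated AGP1 strain per well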
GRK2 inh – human GRK2 inhibition via aptamer displacement. AID 488847. inhibition of aptamer binding, % at 10 µM. 0.59% of 330,000 active. bead flow cytometry, FAM-aptamer displacement from GRK2;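 active = inhibition of aptamer binding above 40%, roughly 3 SD of noise, on plates passing a quality check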;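 note: median bead fluorescence of bound FAM aptamer so fluorescent compounds give negative values; no value below 0 was filed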
Target sequence (P25098 whole entry, looked up): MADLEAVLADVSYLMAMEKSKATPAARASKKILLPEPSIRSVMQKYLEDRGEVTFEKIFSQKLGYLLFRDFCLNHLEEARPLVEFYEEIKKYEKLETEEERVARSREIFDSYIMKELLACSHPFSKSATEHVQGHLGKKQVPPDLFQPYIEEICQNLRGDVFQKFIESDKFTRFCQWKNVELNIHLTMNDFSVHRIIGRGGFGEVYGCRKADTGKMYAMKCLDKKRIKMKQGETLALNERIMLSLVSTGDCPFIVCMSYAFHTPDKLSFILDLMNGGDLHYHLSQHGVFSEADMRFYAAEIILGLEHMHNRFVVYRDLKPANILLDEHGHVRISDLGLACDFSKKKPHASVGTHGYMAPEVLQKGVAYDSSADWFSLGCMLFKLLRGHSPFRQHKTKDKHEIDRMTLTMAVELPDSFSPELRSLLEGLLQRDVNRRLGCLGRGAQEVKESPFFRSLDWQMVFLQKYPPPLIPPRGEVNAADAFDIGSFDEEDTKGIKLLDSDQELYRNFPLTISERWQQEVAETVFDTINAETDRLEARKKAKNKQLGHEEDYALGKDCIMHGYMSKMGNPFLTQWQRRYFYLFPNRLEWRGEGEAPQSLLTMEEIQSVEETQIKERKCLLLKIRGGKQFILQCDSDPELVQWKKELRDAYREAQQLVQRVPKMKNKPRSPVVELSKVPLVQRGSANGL
VLA-4 inh – inhibition in a human VLA-4 binding assay | P13612 | 0.2% of 330,000 active | VLA-4 expressing cells, ligand binding flow cytometry | inhibition, % (about 7 µM as worked out from the volumes in the protocol); in the data active = inhibition above about 50%
An asterisk follows results filed as active; . = not tested or not shown; [ ] = remark or other dose.

SMILES	MEX-5 binding	BCLXL inh	CR mimetic SO	CIT2 TOR yeast	GLD-1 RNA inh	MCL1-BIM inh	AGP1 TOR yeast	GRK2 inh	VLA-4 inh
COc1ccc(NC(=O)CS(=O)CC(=O)Nc2cccc3cccnc23)cc1 (stereo not given)	-1.5	7	89	81	2	8	15	1	-15
N#CC1(NC(=O)CSc2nnc(-c3ccccc3F)o2)CCCCC1	2.4	-4	82	103	0	-12	117	4	-4
O=C(CN1C(=O)NC2(CCc3ccccc32)C1=O)NCc1cccc(C(F)(F)F)c1 (stereo not given)	.	.	113	101	3	.	101	2	10
COc1cc(NC(=O)c2cccc(Br)c2)nc(OC)n1	-4.7	3	101	99	9	3	92	1	0
COC(=O)c1cc(NC2c3ccccc3C(=O)N2Cc2ccco2)cc(C(=O)OC)c1 (stereo not given)	.	0	91	90	2	2	93	4	4
O=C(NCCc1ccccc1)C1CCN(C2CCN(C(=O)CC3=CCCCC3)CC2)CC1	2.8	3	92	94	3	14	97	0	-10
O=C(NC(NC(=S)Nc1ccccc1Cl)C(Cl)(Cl)Cl)c1cccc(Cl)c1 (stereo not given)	-4.2	4	117	98	3	9	98	0	1
O=C(NCCc1ccccc1)c1ccc(CS(=O)(=O)Cc2ccccc2F)o1	-0.6	-1	100	99[may fluoresce red]	3	-3	80[may fluoresce red]	0	-2
COc1ccc(OC)c(NC(=O)c2cc3ccccc3cc2OC)c1	0.4	7	98	91	6	9	96	0	4
Cc1nc(NC2CCCC2)sc1C(=O)N(C)C	-0.2	4	109	97	1	1	102	0	8
CC(=O)C[C@@H](O)CC(=O)[C@@H]1OC(=O)CCCCCCCc2ccccc21	.	.	102	94	5	.	90	2	-14
CCCC(=O)NC(=S)Nc1ccccc1C(F)(F)F	.	3	98	104	-6	-7	104	1	0
c1ccc(COc2ccc(CNCc3cccnc3)cc2)cc1	2.2	2	97	99	6	-7	106	0	8
CC(=O)Nc1ccc(-c2csc(NC(=O)CCCc3cccs3)n2)cc1	-2.2	-5	97	98	-1	-5	91	0	18
CCCCN(Cc1ccccc1)C1CCN(Cc2ccccc2)CC1	1.6	3	104	95	-1	7	90	0	0
Cc1ccc(S(=O)(=O)N2CCOC23CCN(C(=O)c2cc(Cl)ccc2Cl)CC3)cc1	2.1	2	129	110	3	-2	101	0	1
COc1ccc(/C=C/C(=O)Nc2cccnc2Cl)cc1	1.7	0	112	87	8	2	90	0	0
CCN(CC)S(=O)(=O)c1cc(NC(=O)c2n[nH]c(=O)c3ccccc23)ccc1C	-2.3	0	105	120	3	-4	116	1	20
CC1(C)OC(=O)C(=NNc2ccccc2C(=O)O)C(=O)O1	-0.7	10	104	95	-4	10	107	0	3
O=c1c2c(-c3cccs3)csc2ncn1-c1ccc(Br)cc1	1.2	1	96	90	9	8	105	0	3
CCC(=NCCc1c(C)[nH]c2ccc(OC(F)(F)F)cc12)C1=C(O)CC(c2ccccc2)CC1=O (stereo not given)	-1.3	6	101	111	3	7	109	2	4
Cc1cccc(C)c1NC(=O)COC(=O)c1cccc2c1C(=O)c1ccccc1C2=O	2.7	15	118	102	4	5	95	0	2
CC(C)(C)N(CC#CCC1(O)c2ccccc2-c2ccccc21)CCO	-2.5	-6	98	103	-5	-2	103	1	4
CN(C)S(=O)(=O)c1ccc(C(=O)Nc2ccc(Cl)cc2)cc1	-6.1	-1	97	89	4	2	101	2	37
O=S1CC/C(=N\O)c2ccccc21 (stereo not given)	-1.7	5	110	97	8	7	101	2	-9

Retrieved by compound from the entries so far (3):
SMILES	MEX-5 binding	BCLXL inh	CR mimetic SO	CIT2 TOR yeast	GLD-1 RNA inh	MCL1-BIM inh	AGP1 TOR yeast	GRK2 inh	VLA-4 inh
CCCCN(Cc1ccccc1)C1CCN(Cc2ccccc2)CC1	1.6	3	104	95	-1	7	90	0	0
Cc1ccc(S(=O)(=O)N2CCOC23CCN(C(=O)c2cc(Cl)ccc2Cl)CC3)cc1	2.1	2	129	110	3	-2	101	0	1
O=C(NC(NC(=S)Nc1ccccc1Cl)C(Cl)(Cl)Cl)c1cccc(Cl)c1 (stereo not given)	-4.2	4	117	98	3	9	98	0	1

Continued:
SMILES	MEX-5 binding	BCLXL inh	CR mimetic SO	CIT2 TOR yeast	GLD-1 RNA inh	MCL1-BIM inh	AGP1 TOR yeast	GRK2 inh	VLA-4 inh
Cc1cc(=O)c(C(=O)O)nn1-c1ccccc1Cl	-0.3	-5	91	97	-2	-7	96	2	6
Cc1csc(=O)n1CCC(=O)OCC(=O)Nc1cc([N+](=O)[O-])ccc1Cl	-1.2	-1	105	95	4	4	95	0	-13
O=C(CSCc1ccccc1)Nc1cccc(C(=O)Nc2ccc(C(=O)O)cc2)c1	1.1	0	101	102	-6	0	100	0	5
COc1ccc(CC(=O)NNC(=O)CSc2nnc(Cc3ccc(OC)cc3)n2-c2ccccc2)cc1	1.6	1	88	99	-1	-9	99	0	3
O=C1NC2(CCCCCC2)C(=O)N1Cc1ccccc1	1.2	-5	108	85	-5	-2	92	0	-5
Cc1cccc(OCc2nnc(SCC(=O)Nc3cccc(C(=O)N4CCOCC4)c3)n2C)c1	-1.0	1	90	97	3	1	102	0	-3
CCCCCN(C(=O)COC(=O)COc1c(C)cc(C)cc1C)c1c(N)n(CCCC)c(=O)[nH]c1=O	-2.1	-3	99	103	-5	5	111	1	-14
CC(C)(C)NC(=O)NC(=O)CN1CCc2ccccc21	-2.5	2	90	95	1	4	101	3	2
CCCc1noc(-c2cccc([N+](=O)[O-])c2)n1	-0.7	7	98	103	-3	8	106	0	-3
COc1ccc(-c2nn3c(C4CCCCC4)nnc3s2)cc1OC	0.9	6	118	98	-3	1	95	0	2
COC(/C=C/Nc1ccc(OC)cc1)=C(C#N)C#N	0.8	-1	92	97	-3	-7	104	2	27
CCOc1ccc(-n2cc(C(=O)NCCOC)c3cc(OC)c(OC)cc3c2=O)cc1	1.2	3	109	100	3	-2	96	4	3
COc1ccc(F)cc1S(=O)(=O)NCC(c1ccc2c(c1)OCO2)N1CCN(C)CC1 (stereo not given)	-0.8	1	97	82	7	5	107	2	-3
Cc1nc(CS(=O)(=O)c2ccccc2)cc(N2CCN(c3ccccc3F)CC2)n1	0.0	8	107	94	2	-1	100	2	-1
CC(C)CS(=O)(=O)C1=NN2C(=N)/C(=C\c3ccc(OC(=O)c4ccco4)cc3)C(=O)N=C2S1	0.0	-3	122	102	-15	2	93	0	0
C[C@@H]1C[C@H]2[C@@H]3CCC4=CC(=O)C=C[C@]4(C)[C@@]3(F)[C@@H](O)C[C@]2(C)[C@@]1(O)C(=O)COP(=O)(O)O	3.0	8	102	112	0	11	94	2	2
Cc1ccc(/C=C/C(=O)OCC(=O)NCCc2ccc(S(N)(=O)=O)cc2)o1	.	.	80	93	5	.	98	0	6
Cc1noc(/C=C/N(C)C)c1S(=O)(=O)N1CCC(C(=O)NC(C)(C)C)CC1	6.2	-7	97	109	4	-9	108	0	6
CCOc1ccc(NC(=O)CN2CCN(CC(=O)Nc3ccc(Cl)c(C(F)(F)F)c3)CC2)cc1	0.9	5	91	96	5	4	92	0	21
CC(C)[C@H](NC(N)=O)C(=O)Nc1ccc(F)c(Cl)c1	0.3	-9	110	109	1	-15	106	0	2
O=C(CNC(=O)c1ccccc1)OCc1nc2ccccc2s1	0.1	3	116	98	-6	-3	97	0	-2
COc1cc2ccccc2cc1C(=O)NC1CCC(C)CC1 (stereo not given)	.	.	101	77	9	.	77	0	3
O=C(O)CNC(=O)CCN1C(=O)c2ccccc2C1=O	2.2	-5	98	80	2	1	86	0	6
CCOC(=O)c1cc(C)sc1NC(=O)C(c1ccccc1)c1ccccc1	1.1	0	115	98	5	4	94	3	8
Cc1ccc(Cn2c(SCC(=O)NCC3CCCO3)nc3ccsc3c2=O)cc1 (stereo not given)	-0.4	0	109	98	0	1	104	2	0
New compounds follow
SMILES	MEX-5 binding	BCLXL inh	CR mimetic SO	CIT2 TOR yeast	GLD-1 RNA inh	MCL1-BIM inh	AGP1 TOR yeast	GRK2 inh	VLA-4 inh
Cc1cc2c([nH]c3ccccc32)c(C)n1	-1.6	2	103	100	7	5	109	0	13
CC(C)(C)c1ccc(-n2ncc3c2CCCC3NC(=O)c2csnn2)cc1 (stereo not given)	-4.6	-13	58*	89	-3	-17	75	5	14
CCCN(CC(=O)Nc1cc(C)on1)CC(=O)Nc1ccccc1C	.	-6	107	97	5	0	103	0	4
COC(=O)c1cc(-c2c(-c3ccc4c(c3)OCO4)noc2-c2ccsc2)cc([N+](=O)[O-])c1	1.8	4	83	98	-1	4	89	1	-8
Cc1cccn(Cc2c(F)cccc2Cl)c1=O	1.8	3	91	81	0	8	91	6	4
CCN(CC)S(=O)(=O)c1ccc(N2CC(C(=O)NCCc3ccc(Cl)cc3)CC2=O)cc1 (stereo not given)	.	-24	98	98	-3	-27	103	0	1
O=C(CCN1C(=O)/C(=C/c2ccc(F)cc2)SC1=S)N[C@@H](CO)Cc1ccccc1	-0.7	-2	122	114	-1	4	108	3	-1
COc1cccc(C(=O)Nc2c(C)n[nH]c2C)c1	2.1	-3	110	109	-10	-7	107	2	4
O=S(=O)(c1ccc(Cl)s1)N1CCc2ccccc2C1	1.0	4	96	98	8	3	.	0	6
O=C(O)c1ccccc1-c1ccccc1C(=O)NCc1ccco1	-1.2	14	99	80	-2	5	96	15	24
O=C(CCc1nnc(Cc2ccc(-c3ccccc3)cc2)o1)NCC1CC1	1.9	1	97	90	-5	-1	102	0	0
CC(C(=O)Nc1ccncc1)(c1ccccc1)c1ccccc1	-0.2	4	118	102	-2	-6	103	0	5
Cc1cccc(C)c1NC(=O)CS(=O)CC(=O)Nc1ccc(N2CCOCC2)cc1 (stereo not given)	1.5	3	97	97	0	6	90	0	11
CCOc1ccc(NC(=O)CN(C)C(=O)CCCOc2ccc(Br)cc2)cc1OCC	-1.0	-8	94	90	8	-9	108	0	4
Cc1csc(NC(=O)CSc2nc3ccccc3c3c2CCCC3)n1	-1.5	3	81	110	5	4	106	2	10
Cc1ccc(CN2C(=O)C(=O)c3cc(C)ccc32)cc1	.	.	112	90	2	.	98	5	-4
O=C(CNC(=O)c1cccs1)OCC(=O)c1ccc(Cl)cc1	-1.4	7	74	104	1	5	101	0	27
CCNC(=S)N/N=C/c1sccc1C	-1.3	2	103	97	5	10	98	0	18
CC(C)(CNCC(O)c1ccccc1)N1CCOCC1 (stereo not given)	-0.5	-1	106	96	-1	-4	103	0	5
COc1cc(C(=S)N2CCOCC2)ccc1OC(=O)/C=C/c1ccco1	0.2	10	80	77	2	7	94	0	5
Cc1cccc(N2CCN(C(=O)C34CC5CC(CC(C5)C3)C4)CC2)c1C	-0.5	-2	97	95	4	-6	98	6	2
Cc1cc(C)nc(SCC2COc3ccccc3O2)n1 (stereo not given)	-1.1	2	97	102	2	1	102	1	13
CC(=O)Nc1cccc(O)c1	.	3	80	95	4	-6	102	0	20
O=C(CSc1nnc2ccccn12)NC(=O)c1ccccc1	.	-2	93	94	2	-1	96	4	-7
O=C(Nc1ccccc1C1CC1)c1cccs1	1.7	10	100	112	3	-2	100	4	0
O=C(Nc1ccc2c(c1)OCO2)C1CCN(S(=O)(=O)Cc2ccccc2)CC1	0.2	-1	105	102	-4	1	95	0	0
Cc1c(-c2ccccc2)nc2ccccc2c1C(=O)NCc1cccs1	-2.0	5	93	104	2	10	100	0	1
CCOC(=O)c1ccc(NC(=O)NCCc2ccccc2OC)cc1	1.0	9	101	94	0	3	89	0	-10
O=C(COC(=O)C1CC2CCCC(C1)C2=O)Nc1ccc(F)c(Cl)c1 (stereo not given)	.	.	96	103	1	.	96	0	11
CCc1ccc(Nc2nnc(SCC(=O)NC(=O)CN3CCCC3=O)s2)cc1	.	-1	112	100	2	18	107	45*	6

Source: PubChem (several laboratories)
